Bioassay records as filed in PubChem.
MPTP block: inhibitors of mitochondrial permeability transition pore | isolated mouse mitochondria, Ca2+ swelling absorbance, 30 min | inhibition, % at 10 µM | 360,000 tested, 1.4% active | AID 602449;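 active means inhibition of 50% or more, scaled per plate between neutral and stimulator controls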;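 further: 0% = DMSO wells given calcium and 100% = 1 mM EGTA wells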
hIAP activ: increases human intestinal alkaline phosphatase activity | P09923 | purified human IAP, CDP-Star luminescence, 30 min; stronger effect = higher value; 1 = vehicle-only enzyme, 0 = enzyme-free background | activation factor at 10 µM | 330,000 tested, 0.16% active | AID 2524;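 active means activation factor of the enzyme at least 2-fold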; further: the source names both 10 and 20 µM as test concentration; values of inactives mirror those of a sister screen read the other way
Target sequence (P09923 whole entry, looked up): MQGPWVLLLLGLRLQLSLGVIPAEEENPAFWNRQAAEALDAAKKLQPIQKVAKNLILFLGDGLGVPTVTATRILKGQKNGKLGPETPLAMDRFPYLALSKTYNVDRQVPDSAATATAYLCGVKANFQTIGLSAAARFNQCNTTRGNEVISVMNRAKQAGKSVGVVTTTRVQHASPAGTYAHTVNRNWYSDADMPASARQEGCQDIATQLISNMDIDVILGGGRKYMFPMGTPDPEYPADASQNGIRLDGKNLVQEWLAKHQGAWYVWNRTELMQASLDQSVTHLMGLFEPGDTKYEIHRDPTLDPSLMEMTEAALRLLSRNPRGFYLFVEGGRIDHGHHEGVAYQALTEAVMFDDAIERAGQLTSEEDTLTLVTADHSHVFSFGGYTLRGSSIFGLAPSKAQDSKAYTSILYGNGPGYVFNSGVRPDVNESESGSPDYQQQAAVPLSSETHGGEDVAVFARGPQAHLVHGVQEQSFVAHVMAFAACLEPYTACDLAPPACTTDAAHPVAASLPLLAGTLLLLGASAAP
SENP8 inh: blocks human SENP8 cleavage of Nedd8 substrate; 360,000 tested, 0.64% active; inhibition, % at 20 µM; recombinant SENP8, Nedd8 substrate fluorescence; Q96LD8; in the data active means inhibition mostly above about 40%, no sharp cut-off; inactive means mostly below about 27%
SENP6 inh: SENP6 protease inhibition; Recombinant SENP6 catalytic domain, aminoluciferin luminescence; AID 2599; 330,000 tested, 1.8% active; inhibition, % at 10 µM;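 active means inhibition above about 50% at the single tested dose, limit read from the data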;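 further: plate controls were DMSO wells with enzyme for no effect and DMSO wells lacking enzyme for full effect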
Target sequence (Q9GZR1 628-1112 limits assumed): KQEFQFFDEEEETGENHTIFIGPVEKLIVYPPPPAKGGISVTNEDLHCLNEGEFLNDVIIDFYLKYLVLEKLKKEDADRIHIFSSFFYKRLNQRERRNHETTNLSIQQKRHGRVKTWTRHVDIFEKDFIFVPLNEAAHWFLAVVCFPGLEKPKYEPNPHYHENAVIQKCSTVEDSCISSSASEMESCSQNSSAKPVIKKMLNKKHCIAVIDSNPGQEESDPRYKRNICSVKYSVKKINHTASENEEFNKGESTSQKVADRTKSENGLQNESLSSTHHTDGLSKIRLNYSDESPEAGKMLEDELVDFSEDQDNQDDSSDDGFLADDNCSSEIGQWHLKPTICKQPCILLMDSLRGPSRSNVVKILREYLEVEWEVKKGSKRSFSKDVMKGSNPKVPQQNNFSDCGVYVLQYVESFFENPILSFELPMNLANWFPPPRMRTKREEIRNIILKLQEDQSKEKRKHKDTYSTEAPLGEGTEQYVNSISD
SENP1 inh: SENP1 (human) catalytic domain inhibition; Q9P0U3; recombinant SENP1 catalytic domain, CyPet-SUMO1-YPet FRET cleavage; inhibition, % at 10 µM; 360,000 tested, 0.21% active;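 active means inhibition at least 30% at 10 µM, raw YFP signal under a set limit, fluorescence ratio 0.5 to 1.5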;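 further: 0% = enzyme with DMSO and 100% = no enzyme wells; some results filed as inactive read as strong as hits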
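System: Recombinant human SENP1 catalytic domain, His6-tagged | Incubation: Enzyme reaction for 50 min at room temperature, dark | Medium: Tris pH 8 with BME, BSA, NP40 and catalase | Also added: 25 nM SUMO1 FRET substrate | Compound: 10 µM single point, 0.5% DMSO | Measured by: FRET fluorescence in CFP and YFP emission channels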
PfG6PD inh: PfG6PD (Plasmodium falciparum) enzyme inhibition; inhibition, % at 20 µM; PfGluPho enzyme, NADPH resazurin-diaphorase fluorescence; 350,000 tested, 0.78% active;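 active means inhibition reaching at least a set limit at 20 µM in the primary screen, cut at about 59% in these data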;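 further: 0% = DMSO wells with substrate and 100% = DMSO wells lacking glucose-6-phosphate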
GRIN3A LBD mod: NR3A (human) ligand-binding domain modulation; NR3A LBD differential scanning fluorimetry, Tm shift; 0% = protein alone, 100% = glycine-bound protein; Tm shift relative to glycine control, % at 25 µM; 340,000 tested, 2.5% active;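 active means melting temperature shift of at least 10% of the positive control shift, at one fixed dose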
ATG4B inh: inhibitors of human ATG4B cysteine protease; Q9Y4P1; ATG4B cleavage of LC3-PLA2, NBD-HPC fluorescence, 1 h; inhibition, % at 8.33 µM; 340,000 tested, 0.51% active; AID 504462; in the data active means inhibition above about 40%
* hit, by the source's call; i = inactive; x = no result given. Compounds were not picked by outcome; overall some 6.7% were active at least once.

SMILES | MPTP block | hIAP activ | SENP8 inh | SENP6 inh | SENP1 inh | PfG6PD inh | GRIN3A LBD mod | ATG4B inh
CCOc1cc(C2NC(=O)NC(O)(C(F)(F)F)C2C(=O)c2ccc(Cl)cc2)ccc1O (configuration not stated) | -1.1 | 0.88 | 10 | -14 | 0 | -2 | 0 | -1
O=C(NC1CCCCC1)c1cc(-c2ccc(O)cc2)on1 | -1.0 | 0.88 | 2 | -21 | 2 | -7 | -5 | -2
CCOP(=O)(CC(C(C)=O)C(O)c1ccccc1)OCC (configuration not stated) | -0.1 | 0.88 | -4 | -1 | -1 | 5 | -2 | 3
CCCn1c(=O)c(C(=O)NCc2ccccc2)c(O)c2ccccc21 | 2.0 | 0.91 | -11 | 2 | 1 | -19 | -1 | 7
Cc1cc(=O)[nH]c(SCC(=O)N2CC3(C)CC2CC(C)(C)C3)n1 (configuration not stated) | 0.6 | 0.95 | 24 | -11 | 1 | 0 | -1 | 1
COCCN(C(=O)c1csnn1)C(C(=O)NC1CCCC1)c1ccc(C)cc1 (configuration not stated) | 3.3 | 1.1 | 5 | -8 | 3 | -12 | 1 | -5
O=C1Nc2ccccc2C1=O | -1.7 | 1.1 | 44* | -16 | 1 | -5 | -2 | -27
COC(=O)c1sc2nc(-c3ccco3)ccc2c1N | 2.3 | 0.94 | -242 | 18 | -22 | 76* | 8 | 2
Cc1cc(NC(=O)c2nn(C)c(C)c2[N+](=O)[O-])no1 | -0.9 | 0.91 | 12 | -21 | -1 | -14 | 1 | 11
O=C(Nc1cccc([N+](=O)[O-])c1)c1ccc2snnc2c1 | 1.3 | 0.95 | 8 | -3 | -2 | 9 | 2 | -4
Cc1cc(C)c(NC(=O)COC(=O)C2CCC(=O)N2)c(C)c1 (configuration not stated) | -1.5 | 1 | 4 | 5 | 0 | -15 | -1 | -8
NC(=O)COC(=O)CNC(=O)c1ccc(Cl)cc1 | 0.1 | 1 | 31 | -6 | 3 | -8 | 1 | -2
COC(=O)Cn1c(O)c(N=NC(=O)OC)c2ccccc21 | -0.7 | 1.1 | 19 | -15 | 1 | -1 | 0 | 9
COc1ccc(C(=O)Nc2c(C)csc2C(=O)O)cc1 | -1.3 | 0.92 | 10 | 1 | 1 | -9 | -2 | -2
COc1ccc(OC)c(C2NC(=S)NC(C)=C2C(=O)Nc2ccccn2)c1 (configuration not stated) | -0.6 | 1 | 1 | -2 | -1 | 1 | -2 | -7
COc1ccc(C2SCCN2S(=O)(=O)c2ccccc2)cc1 (configuration not stated) | -0.4 | 0.9 | 21 | 7 | 3 | 16 | -1 | -9
CCNC(=S)N1C2CCC1CC(NC(=O)NC1CCCCC1)C2 (configuration not stated) | -0.6 | 0.99 | 5 | -13 | 2 | -12 | -1 | 0
CCCOc1cc(C)c(S(=O)(=O)n2nnc3ccccc32)cc1C | -3.4 | 0.91 | 8 | -8 | 1 | -13 | 1 | -4
O=C(CN1CCOCC1)NN=C(c1ccccc1)c1ccccc1 | 0.2 | 1 | 11 | 1 | -2 | -4 | -2 | -2
Cc1cccc(NC(=O)Cn2c(O)c(N=NC(=O)c3ccccc3O)c3ccccc32)c1 | 0.3 | 0.96 | 23 | -20 | 5 | 6 | 21* | 16
CCn1nnnc1SCC(=O)Nc1ccc(OC)cc1 | -1.3 | 1 | 31 | -1 | 4 | -4 | 2 | -3
O=C(c1noc2c1CCCCC2)N1CCN(C(c2ccccc2)c2ccccc2)CC1 | 4.3 | x | 36 | x | -1 | -1 | 0 | -4
COc1ccccc1NC(=O)Nc1ccc(-n2ccc(C(F)(F)F)n2)cc1 | 28 | 1 | 14 | 80* | 0 | 22 | 4 | 21
CSc1ccccc1OCc1cc(C(=O)N(C)Cc2c(C)n[nH]c2C)no1 | 0.0 | 1.9 | -5 | 2 | -5 | 7 | 2 | -5
CCCC(=O)N(CCc1ccc(OC)cc1)Cc1nc2ccccc2c(=O)[nH]1 | -3.4 | 0.84 | 2 | -4 | -1 | -3 | 0 | -1
O=C(c1cc(-c2ccccc2)on1)N1CCCCCC1 | 0.3 | 0.98 | 9 | 5 | 0 | -7 | -1 | 1
C=CCNC(=O)C(C)N1C(=O)c2ccccc2C1=O (configuration not stated) | -0.2 | 0.94 | 8 | -12 | 5 | -10 | 1 | -3
Cc1ccc(OC/C(=N\O)C(C)(C)C)c([N+](=O)[O-])c1 | -0.5 | 0.87 | 6 | 8 | -1 | -13 | 0 | 5
CC1CCN(c2cc(=O)n(C3CCCCC3)c(=O)[nH]2)CC1 | -1.5 | 1 | 19 | 0 | 0 | 4 | 0 | -11
CS(=O)(=O)c1ccc(Cl)c(NC(=O)c2cc(S(=O)(=O)N3CCOCC3)ccc2N2CCCC2)c1 | 0.2 | 1 | -14 | -4 | -2 | 4 | -2 | 0

Limited to SENP1 inh and ATG4B inh, for some of the entries so far:
molecule	SENP1 inh	ATG4B inh
COc1ccc(C2SCCN2S(=O)(=O)c2ccccc2)cc1 (configuration not stated)	3	-9
CCNC(=S)N1C2CCC1CC(NC(=O)NC1CCCCC1)C2 (configuration not stated)	2	0

(list continues)
SMILES | MPTP block | hIAP activ | SENP8 inh | SENP6 inh | SENP1 inh | PfG6PD inh | GRIN3A LBD mod | ATG4B inh
Cc1sc2ncnc(SCC(=O)Nc3cccc(S(N)(=O)=O)c3)c2c1C | 1.0 | 1.1 | 6 | -13 | 2 | -16 | -8 | -12
CS(=O)(=O)Cc1cc(Sc2ccccc2)nc(-c2ccncc2)n1 | -0.7 | 0.96 | 12 | 11 | 2 | 2 | 0 | -12
CC(NC(=O)COc1ccccc1)C(=O)NC1=NCCS1 (configuration not stated) | -0.9 | 1.2 | -1 | -10 | 0 | 3 | 0 | 9
COc1ccc(OC)c(-c2csc(N(Cc3ccco3)C(=O)c3ccco3)n2)c1 | 1.1 | 1.1 | 2 | -5 | 3 | 1 | 0 | 39
Cc1ccc(/C=N/NC(=O)c2cc(C)oc2C)o1 | -0.8 | 1.1 | 19 | -51 | 0 | -1 | -1 | -2
COc1ccccc1NS(=O)(=O)c1ccc(NC(=O)c2nc3ncccn3n2)cc1 | 1.4 | x | 17 | x | 2 | -5 | -3 | 8
CCOc1ccc(NC(=O)CSc2nnc(Cn3c(=O)sc4ccccc43)n2C)cc1 | -2.1 | 0.9 | 18 | 0 | -1 | 38 | -1 | 4
O=C(CSc1nnc(-c2ccccc2Br)o1)N1CCOCC1 | -0.4 | 0.99 | 10 | -29 | 2 | -5 | -2 | 3
Cc1cc(C)c2nc3c(c(C(=O)O)c2c1)CCC3 | -0.9 | 0.98 | 5 | 17 | 0 | 35 | -2 | 6
CC1=Nc2nc(N3CCCCCC3)c(C#N)c3c4c(nc(c23)N1)N(c1ccc2ccccc2c1)C(=O)C4 | 4.1 | 0.96 | -440 | 0 | -34 | -18 | -1 | -14
Cc1cccc(C(=O)NNS(=O)(=O)c2ccc(F)cc2)c1 | -0.5 | 1 | 19 | 6 | -5 | -14 | -1 | -2
CCOc1ccccc1OCCCC(=O)NNC(=O)c1ccc(F)cc1 | 0.5 | 1.1 | 15 | -6 | 1 | -12 | 1 | 0
CC(=O)OC(C(=O)NC1CCCCC1)c1cccc(C)c1 (configuration not stated) | 0.4 | 1.1 | 13 | -11 | -1 | 2 | 1 | -2
Cc1nnc(SC(C)C(=O)NCC2CCCO2)s1 (configuration not stated) | -1.0 | 1.2 | 15 | 10 | 0 | -10 | -1 | 1
CCCn1c(-c2cc(OC)c(OC)c(OC)c2)nc2c1c(=O)[nH]c(=O)n2Cc1ccccc1 | 0.1 | 0.94 | -313 | -14 | 3 | 1 | 0 | -5
Cc1ccc(C)c(C(=O)COc2ccccc2[N+](=O)[O-])c1 | -0.1 | 0.9 | 17 | -42 | 3 | 10 | 1 | 8
O=C(NCCN1CCOCC1)c1ccccc1N1C(=O)[C@@H]2Cc3c([nH]c4ccccc34)C(c3ccc(F)cc3)N2C1=O (some centres not stated) | 0.3 | 1 | -18 | -13 | -69 | 3 | 1 | -33
NNc1ccc2nnc(C(F)(F)C(F)(F)C(F)(F)F)n2n1 | 2.1 | 0.96 | -2 | -21 | 2 | 3 | 0 | 7
COc1cc2c(cc1O)CC[C@@H]1[C@@H]2CC[C@]2(C)[C@@H](O)CC[C@@H]12 | -3.8 | 1.1 | 6 | -4 | 0 | 2 | -2 | -10
Cc1cc(=O)c(C(=O)O)cn1Nc1ccc(Cl)cc1 | -3.5 | 0.88 | 14 | 7 | 1 | 7 | -3 | -8
CCC(=O)Nc1ccc(C(=O)OCc2ccccc2Cl)cc1 | 14 | 1.1 | 14 | 38 | 2 | -26 | 2 | 30
Cc1ccc(-c2cc(C(=O)N3CCCC(C(F)(F)F)C3)c3ccccc3n2)o1 (configuration not stated) | 0.7 | 1.2 | i | -24 | -19 | -5 | 2 | -11
CC1(C)CC(=O)C(C(=O)Cc2ccccc2[N+](=O)[O-])C(=O)C1 | 0.9 | 1 | 29 | -2 | -2 | -2 | -1 | -9
COc1ccc(C(=O)NC(=S)N2CCOCC2)cc1Br | -3.5 | 1.1 | 6 | -11 | 0 | -1 | 5 | -1
Cc1cccc(NC(=O)c2ccc3c(c2)C(=O)N(c2ccccn2)C3=O)c1C | 0.2 | 0.92 | 7 | -30 | 2 | -8 | 0 | 4
CC12CN3CCN(CC(C3)/C1=N\NC(=O)Nc1cccc(Cl)c1)C2 | -3.0 | 1.1 | 5 | -14 | 2 | 10 | -1 | -3
CCOc1ccc(-n2c(SCC(=O)O)nc3sc4c(c3c2=O)CCCC4)cc1 | 0.5 | 1.1 | 14 | 10 | 0 | -8 | 0 | 4
Cc1ccc(C)c(N2CCN(C(=O)CN3C(=S)NC(C)(C)CC3C)CC2)c1 (configuration not stated) | -0.2 | 1 | 22 | 6 | 1 | -7 | -1 | 1
N#Cc1c2c(c(=S)n(-c3ccccc3)c1N)CCCC2 | 0.4 | 1 | -112 | 16 | -30 | 29 | 1 | 4
CC(C)(C)SCCNS(=O)(=O)c1ccc2ccccc2c1 | 2.0 | 0.91 | 16 | -8 | 2 | 9 | -4 | 5

Gathered by group, those above with bromine (2)
SMILES | MPTP block | hIAP activ | SENP8 inh | SENP6 inh | SENP1 inh | PfG6PD inh | GRIN3A LBD mod | ATG4B inh
O=C(CSc1nnc(-c2ccccc2Br)o1)N1CCOCC1 | -0.4 | 0.99 | 10 | -29 | 2 | -5 | -2 | 3
COc1ccc(C(=O)NC(=S)N2CCOCC2)cc1Br | -3.5 | 1.1 | 6 | -11 | 0 | -1 | 5 | -1

Back to the main list with the two entries that preceded the break.
SMILES | MPTP block | hIAP activ | SENP8 inh | SENP6 inh | SENP1 inh | PfG6PD inh | GRIN3A LBD mod | ATG4B inh
N#Cc1c2c(c(=S)n(-c3ccccc3)c1N)CCCC2 | 0.4 | 1 | -112 | 16 | -30 | 29 | 1 | 4
CC(C)(C)SCCNS(=O)(=O)c1ccc2ccccc2c1 | 2.0 | 0.91 | 16 | -8 | 2 | 9 | -4 | 5
Cc1cccc(N2C(=O)CC(Sc3nc(-c4ccccc4)c4cc(Cl)ccc4n3)C2=O)c1 (configuration not stated) | 1.3 | 0.94 | -478 | 15 | 4 | -8 | 1 | -5
CC12CCC(=O)N1C(C(=O)N1CCN(c3ccccc3)CC1)CS2 (configuration not stated) | -2.7 | 1.1 | 9 | 7 | 1 | 5 | 1 | -4
COc1ccccc1N(C(=O)NCc1ccccc1)C1=NCC(C)S1 (configuration not stated) | 0.0 | 1.1 | 2 | -2 | 2 | -18 | -2 | 2
CS(=O)(=O)c1ccc(Cl)c(NC(=O)COC(=O)COc2ccc3c(c2)CCC3)c1 | -0.9 | 0.99 | 12 | -9 | 4 | 6 | x | -12
Cc1sc2c(c1C)C(O)=C(C(=O)Nc1ccccc1)S(=O)(=O)N2C | -0.5 | 0.94 | -4 | -4 | 1 | -5 | -2 | -5
N#C/C(=C\c1c[nH]c2ccccc12)C(=O)NC1CC1 | 0.2 | 1 | 4 | 9 | -12 | 29 | -1 | -3
